TbPYK inhibitor – T. brucei pyruvate kinase inhibition. TbPYK enzyme, Kinase-Glo Plus ATP luminescence, 45 min. Potency, µM (top dose mostly 76.8 µM), inactives show at the top dose activity, negative = inhibition, most hits filed as inhibitors. actives 0.12% (n = 410,000); note: potency is the fitted concentration of half-maximal effect; % is set by controls: 0 for no effect and ±100 for the full control effect; nearly all actives have a fitted effect of over 50% in size
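In this concentration-response screen, enzyme-free wells defined baseline while DMSO plates tracked drift. Each reaction combined TbPYK, substrate, compound and 130 uM ADP for 45 min at room temperature. Kinase-Glo Plus luminescence gave the signal.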
Pf growth 48h – P. falciparum growth inhibition at 48 hours (one generation); P. falciparum luciferase growth in erythrocytes, 48 h; Potency, µM (doses to about 28.7 µM), without a hit: at the highest dose activity change, negative = inhibition, hits mostly inhibitors; actives 5.9% (n = 310,000); AID 504832; note: potency is the fitted concentration of half-maximal effect; % is set by controls: 0 for no effect and ±100 for the full control effect
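Here the parasites carry a stable luciferase gene and grow inside erythrocytes in Albumax-based RPMI medium with compound for one erythrocytic cycle. Activity is scored as loss of luminescent signal.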
AMA1 RON2 block – disrupts binding of P. falciparum AMA1 to RON2 | AlphaScreen AMA1-biotinylated RON2 peptide binding | Potency, µM (titrated, usually from 58.2 µM), for the others: at the highest dose activity change, negative = inhibition, usual class: inhibitors | actives 0.2% (n = 360,000);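 note: potency is the fitted concentration of half-maximal effect; 0% = vehicle wells and -100% = peptide control; nearly all actives have a fitted effect of over 45% in size; some results filed as inactive show a strong effect at the top dose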
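AMA1 (3D7) with his tag at 25 nM final met compounds first, then biotinylated RON2 peptide at 25 nM; detection used donor plus acceptor beads, 10 µg/mL apiece, read by AlphaScreen after 30 min at room temperature.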
Cycloheximide cs – affects cycloheximide protein synthesis inhibition readout, counter-screen; cell reporter, cycloheximide protein synthesis inhibition counterscreen; max response, %; actives 12% (n = 300,000); in the data active = max response mostly above about 13%, no sharp cut-off; inactive = mostly below about 14%; note: read at 38.3 µM for the half of the compounds with a filed dose; 0% is about no effect
Pf growth 96h – P. falciparum growth inhibition at 96 hour, primary screen for plastid delayed-death inhibitors; P. falciparum luciferase reporter growth, 96 h; Potency, µM (highest dose often 28.7 µM), without a hit: at the highest dose activity change, negative = inhibition, actives largely listed as inhibitors; actives 6.9% (n = 320,000); AID 504834; note: potency is the fitted concentration of half-maximal effect; % is set by controls: 0 for no effect and ±100 for the full control effect
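Two parasite generations (96 h, 37 C, 5% CO2) of compound exposure in infected erythrocytes (0.05% parasitemia, 2% hematocrit). Luciferase-reporter P. falciparum; decreased luminescence indicates inhibited growth, aimed at apicoplast-acting delayed death.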
Shiga inhibitor – blocks Shiga toxin action in Vero cells; inhibition, % at 38.7 µM; AID 2315; actives 9.2% (n = 290,000); Vero cells, Shiga toxin protein synthesis inhibition reporter; in the data active = inhibition mostly above about 28%, no sharp cut-off; inactive = mostly below about 43%; note: 0% is about no effect
LmPK inh – blocks Leishmania mexicana pyruvate kinase activity; purified LmPK, Kinase-Glo ATP luminescence, 1 h; Potency, µM (highest dose often 57.5 µM), inactives show top-dose activity change, negative = inhibition, most hits filed as inhibitors; actives 0.37% (n = 290,000); AID 1721; note: potency is the fitted concentration of half-maximal effect; % is set by controls: 0 for no effect and ±100 for the full control effect
Target sequence (Q27686 whole entry, looked up): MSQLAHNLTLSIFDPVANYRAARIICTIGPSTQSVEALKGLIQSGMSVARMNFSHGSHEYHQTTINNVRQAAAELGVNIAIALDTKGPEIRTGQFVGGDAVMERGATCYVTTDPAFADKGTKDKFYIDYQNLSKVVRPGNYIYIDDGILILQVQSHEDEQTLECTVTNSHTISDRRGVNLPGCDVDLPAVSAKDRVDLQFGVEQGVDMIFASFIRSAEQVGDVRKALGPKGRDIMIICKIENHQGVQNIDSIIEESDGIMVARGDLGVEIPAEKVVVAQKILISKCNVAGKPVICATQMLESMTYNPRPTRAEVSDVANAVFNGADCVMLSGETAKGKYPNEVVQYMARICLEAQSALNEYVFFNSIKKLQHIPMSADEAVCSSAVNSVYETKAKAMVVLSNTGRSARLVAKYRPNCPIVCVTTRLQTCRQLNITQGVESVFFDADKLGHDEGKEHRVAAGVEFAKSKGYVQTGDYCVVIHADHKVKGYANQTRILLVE
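Purified LmPK (0.1 nM) with 0.5 mM PEP and 0.1 mM ADP in imidazole buffer pH 7.2 with MgCl2/KCl, 1 h at room temperature. ATP formed was read by luciferase luminescence and normalized to no-enzyme and uninhibited controls.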
Numbers without * were called inactive; u = inconclusive; x = not tested or not shown; & = joins results of further samples; [ ] = remark or other dose. Unless noted, calls come from the whole dose curve; as a rule, active = well fitted curve in the direction sought with a large enough effect; inconclusive = small, poorly fitted or top-dose-only effect, or another doubt; inactive = no such curve, though single readings can be large; an effect the other way counts as inactive or inconclusive. Not a hit list (roughly 21% active in at least one column).

No.	Structure	TbPYK inhibitor	Pf growth 48h	AMA1 RON2 block	Cycloheximide cs
1	O=S(=O)(c1ccccc1)c1ccc(NCc2ccco2)cc1	-2%	-23%	18%	1
2	Cc1nn(Cc2ccc(F)cc2)c2sc(C(=O)Nc3ccc(N4CCOCC4)cc3N3CCOCC3)cc12	-8%	12µM*	u	1
3	COc1cc(C2C(C(C)=O)=C(O)C(=O)N2Cc2ccccc2)ccc1O (centres undefined)	13%	36%[activator]	3%	8
4	N#C/C=C1\n2c(nc3ccccc32)OC12CCCCC2	6%	x	9%	-2
5	COc1ccc(C(=O)O/N=C(\C)c2ccccc2)cc1	13µM*	205%[activator]	8%	16
6	Cc1[nH][nH]c(=O)c1C(c1ccc(Cl)cc1)c1c(C)[nH][nH]c1=O	-2%	-6%	0%	2
7	CCN(CCn1cccn1)Cc1ccccc1OCC(O)CN1CCc2ccccc2C1 (centres undefined)	21%	u	12%	-1
8	CC(C(=O)N1CCc2ccccc21)n1cnc2c1c(=O)n(C)c(=O)n2C (centres undefined)	-1%	-10%	-7%	x
9	Cc1nnc(SCC(=O)Nc2ncc3c(n2)CC(C)(C)CC3=O)s1	-22%	-7%	35%[activator]	8
10	O=C(NCCCN1CCOCC1)NC12CC3CC(CC(C3)C1)C2	-8%	2%	4%	1
11	Cc1ccc(-c2nc(CS(=O)CC(=O)N3CCN(c4ccccc4)CC3)c(C)o2)cc1 (centres undefined)	-3%&0%	-7%	-6%	-5
12	Cc1cc(C)c(OCC(=O)OCC(=O)NC2CCC(C)CC2)c(C)c1 (centres undefined)	-4%	17%	14%	x
13	Cn1cccc1C(=O)OCC(=O)Nc1ccc2c(c1)CCC2	-2%	129%[activator]	-21%	25
14	Cc1cc(=O)oc2ccc(OCC(=O)O)cc12	x	-2%	16%	2
15	COc1ccc2c(c1)c(=O)oc1cc(OCC(=O)N3CCC(C)CC3)ccc12	-6%	19%	-27%	4

No.	Pf growth 96h	Shiga inhibitor	LmPK inh
1	-29%	-10	8%
2	15µM*	-4	-1%
3	39%[activator]	-10	4%
4	123%[activator]	-13	11%
5	20%[5.75 µM]	21	6.3µM*
6	11%	-11	-12%
7	u	17	5%
8	-14%	x	x
9	x	-6	12%
10	-8%	7	-1%
11	0%	-14	3%
12	32%[activator]	x	x
13	92%[activator]	63	-2%
14	73%[activator]	-11	-7%
15	-27%	0	4%

Some entries already given, showing only Shiga inhibitor:
#	molecule	Shiga inhibitor
13	Cn1cccc1C(=O)OCC(=O)Nc1ccc2c(c1)CCC2	63
14	Cc1cc(=O)oc2ccc(OCC(=O)O)cc12	-11
15	COc1ccc2c(c1)c(=O)oc1cc(OCC(=O)N3CCC(C)CC3)ccc12	0

New compounds follow.
No.	Structure	TbPYK inhibitor	Pf growth 48h	AMA1 RON2 block	Cycloheximide cs
16	COCCn1c(SCC(=O)c2ccccc2)nc2c(c1=O)SC(C)C2 (centres undefined)	-17%	-9%	-15%	10
17	C=CCN1C(=O)NC(c2ccc(OC)cc2)(C(F)(F)F)S/C1=C(\C#N)c1nnc(N2CCOCC2)n1-c1ccccc1 (centres undefined)	9%	-2%	53%[activator]	-2
18	CC(=O)Nc1ccc(-c2cc(C(=O)O)c3ccc(C)cc3n2)cc1	-9%	36%[activator]	-6%	8
19	COc1ccc(S(=O)(=O)N2CCOC2CNC(=O)C(=O)NCc2ccco2)cc1C (centres undefined)	-2%	-4%	1%	-1
20	O=C(NC1CC1)C1CCCN1S(=O)(=O)c1ccc2ccccc2c1 (centres undefined)	0%	-9%	3%	-1
21	COc1ccccc1Nc1nc2ccccc2[nH]1	-11%	u	1%	29*
22	Cc1cc(C)c(C#N)c(SC2CCCCC2=O)n1 (centres undefined)	u	11%	9%	-4
23	Cc1cccc(NC(=O)CSc2nc3ccc(NC(=O)CSc4nnnn4-c4ccccc4)cc3s2)c1C	x	-3%	x	11
24	CCc1nnc(NC(=O)c2cc(-c3ccccn3)nc3ccccc23)s1	-2%	20%	0%	8
25	O=C(Cn1c(=O)c2sccc2n(Cc2cccc([N+](=O)[O-])c2)c1=O)NCCc1ccccc1	-16%	u	-1%	-1
26	COc1ccc(C(C2C(=O)CC(C)(C)CC2=O)C2C(=O)CC(C)(C)CC2=O)cc1	u	32%[activator]	-11%	1
27	Cc1ccc(CN(Cc2ccccc2)C(=S)NCC(=O)N2CCC3(CC2)OCCO3)o1	2%	u	0%	-1
28	CCN(CC)c1ccc(NC(=O)Nc2ccccc2)cc1	-1%	u	u	48*
29	COc1ccc(OCC(=O)Nn2c(-c3ccc(OC)cc3)nc3ccccc3c2=O)cc1	-10%	38%[activator]	-3%	4
30	CCOC(=O)c1c(C)[nH]c(C(=O)COC(=O)CCS(=O)(=O)c2ccc(C)cc2)c1C	-12%	13%	10%	-3

No.	Pf growth 96h	Shiga inhibitor	LmPK inh
16	10%	1	2%
17	u	-3	-1%
18	9%	24	0%
19	-1%	-2	2%
20	-3%	2	-10%
21	u	91*	-13%
22	x	9	15%
23	22%	13	6%
24	2%	32	-4%
25	u	-16	-1%
26	32%[activator]	-17	2%
27	u	-4	8%
28	-57%	58*	-5%
29	47%[activator]	-22	-2%
30	-11%	26	1%

Continued:
No.	Structure	TbPYK inhibitor	Pf growth 48h	AMA1 RON2 block	Cycloheximide cs
31	COC(OC)c1ccc(C#N)c(SCc2ccc(C)cc2)n1	5%	-42%	60%[activator]	6
32	Cc1cc(C)c2cc(CN(CCCN(C)C)C(=S)NCc3ccccc3)c(=O)[nH]c2c1	-4%	u	0%	-4
33	Cc1ccc(C(=O)NCc2ccc3c(c2)OCO3)c(C)c1	-3%	13%	4%	11
34	COc1ccc(C(=O)NCc2nnc(SCC(=O)Nc3nc4ccccc4s3)o2)cc1	-8%	-1%	62%[activator]	-3
35	O=S(=O)(CCc1nc2ccccc2s1)c1ccc2ccccc2c1	0%	x	1%	32*
36	CC(=O)N1CCN(C(=O)CNC(=O)c2ccc(Br)o2)CC1	0%	6%	37%[activator]	7
37	CCCCc1nc2cc(Cl)ccc2o1	-3%	23%	3%	-2
38	CC1=Nc2ccccc2/C1=C/c1nc(-c2ccc(C)s2)oc1O	0%	11%	-14%	-2
39	COc1cccc2cc(C(=O)Oc3ccc(NC(C)=O)cc3)c(=O)oc12	1%	-10%	4%	-6
40	CC1(C)Cc2nc(N3CCOCC3)c(C#N)cc2CO1	8%	-21%	-2%	-2
41	Cc1ccc(C(=O)N2CCCC(C(=O)Nc3cccc(-c4ccc(F)cc4)c3)C2)cn1 (centres undefined)	-20%	3%	7%	0
42	CCOC(=O)N1CCN(c2c(NCCc3ccc(OCC)c(OCC)c3)c(=O)c2=O)CC1	2%	u	0%	4
43	CCN(CC)C(=O)COc1ccc2c(-c3ccc(OC)cc3)cc(=O)oc2c1	-2%	u	-4%	0
44	Cc1cc(Cl)ccc1NC(=S)Nc1ccccn1	0%	108%[activator]	6%	33*
45	CCOC(=O)CN1C(=O)C(O)(CC(=O)c2ccco2)c2ccccc21 (centres undefined)	-6%	x	1%	-5

No.	Pf growth 96h	Shiga inhibitor	LmPK inh
31	u	21	6%
32	u	-9	8%
33	u	17	-3%
34	-16%	12	0%
35	-5%	118*	4%
36	15%	-28	-7%
37	u	-5	-2%
38	6%	-8	1%
39	-8%	-5	2%
40	x	-13	-2%
41	-3%	-1	5%
42	-5%	5	0%
43	u	-12	1%
44	32%[activator]	23*	-1%
45	10%	-17	6%

4 entries out of the list, sorted by number of heavy atoms, falling.
No.	Structure	TbPYK inhibitor	Pf growth 48h	AMA1 RON2 block	Cycloheximide cs
34	COc1ccc(C(=O)NCc2nnc(SCC(=O)Nc3nc4ccccc4s3)o2)cc1	-8%	-1%	62%[activator]	-3
35	O=S(=O)(CCc1nc2ccccc2s1)c1ccc2ccccc2c1	0%	x	1%	32*
36	CC(=O)N1CCN(C(=O)CNC(=O)c2ccc(Br)o2)CC1	0%	6%	37%[activator]	7
37	CCCCc1nc2cc(Cl)ccc2o1	-3%	23%	3%	-2

No.	Pf growth 96h	Shiga inhibitor	LmPK inh
34	-16%	12	0%
35	-5%	118*	4%
36	15%	-28	-7%
37	u	-5	-2%

Remaining list, next part:
No.	Structure	TbPYK inhibitor	Pf growth 48h	AMA1 RON2 block	Cycloheximide cs
46	O=C(COC(=O)c1cc([N+](=O)[O-])ccc1N1CCOCC1)c1ccc(F)cc1	8%	u	48%[activator]	x
47	COc1ccc(C(=O)NC(Cc2ccc(OC(=O)c3ccc(OC)cc3)cc2)C(=O)O)cc1 (centres undefined)	0%	2%	10%	2
48	CCCCN(C(=O)c1ccc(S(=O)(=O)N2CCCCC2)cc1)C1CCS(=O)(=O)C1 (centres undefined)	7%	38%[activator]	-2%	x
49	COc1ccccc1N(CC(=O)Nc1c(C)n(C)n(-c2ccccc2)c1=O)S(=O)(=O)c1ccc(C)cc1	4%	-8%	7%	-3
50	CCOC(=O)c1c(C)[nH]c(C)c1S(=O)(=O)N(C)CC(=O)Nc1cccc(C)c1	0%	-19%	5%	12
51	O=C1NC(=Nc2ccc(F)cc2)CS1	-4%	11%	4%	-4
52	O=C(CCl)Nc1cccc(Oc2cnccn2)c1	5%	x	4%	13
53	Cc1ccc(S(=O)(=O)NCC(=O)N(CC(=O)NCC2CCCO2)C2CCCC2)cc1 (centres undefined)	-3%	8%	12%	1
54	O=C(CN1C(=O)CCS(=O)(=O)c2ccccc21)NCc1ccccc1	-4%	2%	14%	3
55	CCOc1ccc(C(=O)Nc2nnc(C)s2)cc1OCC	1%	6%	0%	-3
56	COC(=O)C1=C(N)OC2=C(C(=O)CCC2)C1c1cccnc1 (centres undefined)	-3%	-15%	-7%	-2
57	COCCCNC(=O)CN1C(=O)COc2ccc(S(=O)(=O)N3CC(C)CC(C)C3)cc21 (centres undefined)	-5%	0%	-10%	1
58	Cc1occc1-c1nnc(SCC(=O)O)n1-c1ccccc1	-4%	15%	-2%	-7
59	CC(NC(=O)c1cc(COc2ccc3ncccc3c2)on1)c1ccc(F)cc1 (centres undefined)	-2%	u	-3%	5

No.	Pf growth 96h	Shiga inhibitor	LmPK inh
46	u	x	x
47	-1%	16	1%
48	2%	x	x
49	0%	-8	4%
50	u	-2	3%
51	u	-2	-1%
52	3.7µM*	-7	0%
53	x	-12	0%
54	2.6µM*	8	0%
55	-12%	-5	-1%
56	-8%	16	-14%
57	19%	2	-5%
58	-6%	2	-6%
59	-2%	7	5%
